# INS-1E GSIS act – primary screen for activators of insulin secretion dependent on glucose, INS-1E cells, GLuc reporter luminescence. INS-1E GLuc reporter insulin secretion, 2-3 h. activation, % at 16.6 µM. 0.61% of 370,000 active. AID 743287;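 active means lowest replicate activation of at least 40%, so every replicate reaches that level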;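 further: 0% = median of neutral control wells and 100% = median of IBMX positive control wells; some compounds called inactive have numbers as strong as hits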
# Casp6 inh – blocks human caspase-6 cleavage activity | inhibition, % at 12.5 µM | AID 686996 | purified caspase-6, Z-VEID-R110 cleavage fluorescence | 0.53% of 350,000 active | P55212;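 active means mean inhibition across replicates at least about 35%, with every replicate also reaching that limit, limit read from the data; inconclusive means only one of the two criteria met; inactive means neither criterion met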;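 further: 0% = median of neutral control wells and 100% = no fluorescence left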
# RAD52 anneal inh – blocks human RAD52 DNA annealing | recombinant RAD52 DNA annealing, FRET fluorescence | inhibition, % at 18.7 µM | 0.46% of 360,000 active | AID 651710;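 active means every replicate showing at least 50% inhibition; inconclusive means mean inhibition at least 50% but not in every replicate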
# Target sequence (P43351 whole entry, looked up): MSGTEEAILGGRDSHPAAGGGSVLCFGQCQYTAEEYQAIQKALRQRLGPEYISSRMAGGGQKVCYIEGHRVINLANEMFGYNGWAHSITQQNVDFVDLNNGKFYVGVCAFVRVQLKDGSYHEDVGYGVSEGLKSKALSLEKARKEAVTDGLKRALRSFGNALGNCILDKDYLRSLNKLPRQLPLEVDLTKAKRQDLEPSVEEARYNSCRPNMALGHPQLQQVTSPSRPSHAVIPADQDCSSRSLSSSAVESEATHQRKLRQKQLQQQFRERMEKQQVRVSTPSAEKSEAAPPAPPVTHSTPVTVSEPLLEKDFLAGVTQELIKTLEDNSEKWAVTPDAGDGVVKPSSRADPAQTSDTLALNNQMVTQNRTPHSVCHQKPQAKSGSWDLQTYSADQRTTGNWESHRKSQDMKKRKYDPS
# F508del corr – CFTR F508del correction in bronchial cells; 0.36% of 350,000 active; activity (quench increase), % at 7.58 µM; CFBE cells, YFP halide quenching; stimulated with forskolin plus potentiator P3; % fluorescence drop versus neutral controls;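 active means mean added fluorescence quench of at least 8% versus neutral control, with both replicates also reaching 8%; inconclusive means only one of the mean or replicate conditions met; inactive means mean below 8% and not both replicates reaching 8%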;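 further: cells transiently co-express mutant CFTR-F508del with the halide-sensitive YFP; corrector assay measuring rescue of mutant channel to the surface after 24 h compound exposure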
# RAD54 branch – RAD54 (human) branch migration inhibition; RAD54 Holliday junction branch migration, FAM/BHQ fluorescence; inhibition, % at 10.4 µM; 0.14% of 360,000 active; AID 602329;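 active means mean normalized replicate activity at least 40 and at least half of replicates scoring 40 or more; inconclusive means only one of the two criteria met; inactive means mean below 40 and under half of replicates reaching 40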;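 further: 0% = median of neutral control wells and 100% = median of positive control wells; inhibitors cause a drop in the FAM fluorescence signal; in these data hits start at about 50%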
# E-selectin induc – induces E-selectin expression in human endothelial cells; activation, % at 7.58 µM; 0.37% of 260,000 active; P16581; HUVEC E-selectin immunofluorescence imaging; normalized: neutral wells 0, TNF-alpha wells 100;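 active means mean E-selectin-positive cell signal at least 10% of the positive control, reached in at least 60% of replicates, without over 20% cell loss; inconclusive means no rule given, readout overlaps actives, possibly toxicity-flagged; inactive means the rest, including those meeting only one limit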;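 further: in these data hits start at about 27%; measured in HUVEC primary endothelial cells; signal is the percent of cells scored E-selectin positive by PE staining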
# Target sequence (P16581 whole entry, looked up): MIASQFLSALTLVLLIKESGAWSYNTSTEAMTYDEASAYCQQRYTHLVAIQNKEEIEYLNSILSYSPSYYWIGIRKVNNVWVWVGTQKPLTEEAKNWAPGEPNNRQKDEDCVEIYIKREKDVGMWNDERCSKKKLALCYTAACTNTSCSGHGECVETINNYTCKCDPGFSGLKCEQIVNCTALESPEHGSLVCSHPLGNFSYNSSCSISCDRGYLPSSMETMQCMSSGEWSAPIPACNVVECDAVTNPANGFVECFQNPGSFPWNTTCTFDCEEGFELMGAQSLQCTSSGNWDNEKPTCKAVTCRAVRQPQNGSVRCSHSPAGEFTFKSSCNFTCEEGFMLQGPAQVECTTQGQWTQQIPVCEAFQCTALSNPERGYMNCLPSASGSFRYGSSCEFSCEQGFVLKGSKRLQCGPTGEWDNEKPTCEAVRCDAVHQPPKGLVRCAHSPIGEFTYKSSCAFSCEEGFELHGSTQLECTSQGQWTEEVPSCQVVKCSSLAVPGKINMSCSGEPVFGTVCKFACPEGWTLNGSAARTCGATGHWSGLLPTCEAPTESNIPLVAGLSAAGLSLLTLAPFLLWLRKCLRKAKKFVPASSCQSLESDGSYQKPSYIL
#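 System: HUVEC / Compound: single concentration / Signal: immunofluorescence imaging / Read-out: percent E-selectin-positive cells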
# Xi reactivation – X-chromosome reactivation activator. 0.055% of 360,000 active. XiGFP mouse fibroblasts, % GFP-positive cells imaging, 3 d; cells co-treated with 5-aza-dC sensitizer; scaled so ellipticine positive control = 100%. AID 743238. activation, % at 7.58 µM;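 active means mean normalized replicate activation at least 10% and every replicate at or above 10%; inconclusive means only one of the two criteria met; inactive means mean below 10% and not all replicates reach 10%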;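 further: 0% = median of on-plate neutral control wells and 100% = ellipticine 6 µM median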
#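 System: 68-5-11 XiGFP fibroblast line; Timing: 3 days compound exposure; Compound dosing: one concentration, pinned; Benchmarks: positive control ellipticine, 6 µM final; Buffer or medium: DMEM containing 5-aza-dC.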
# DENV2 CPE – protects cells from dengue virus 2 cytopathic effect; DENV2-infected cells, cytopathic effect rescue, plate reader; 1.7% of 350,000 active; CPE inhibition, % at 9.99 µM; in the data active means CPE inhibition above about 20%, passing the limit was not always enough; inconclusive means no clear call, values can overlap the other calls; tested in BHK-21 cells;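 further: 0% = median of neutral control wells and 100% = median of positive control wells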
# * marks the source's active call; other numbers are inactive results; ? = inconclusive; / = not tested or not shown.
# The line under a structure holds: INS-1E GSIS act	Casp6 inh	RAD52 anneal inh	F508del corr	RAD54 branch	E-selectin induc	Xi reactivation	DENV2 CPE
C=CCOc1ccccc1NC(=O)CN1C(=O)CNC1=O
 : -6	-3	-2	-0.2	4	/	0.2	3
COc1cccc(C(=O)Nc2nc(-c3ccc4c(c3)OCO4)cs2)c1
 : 7	-3	-34	0.6	-6	-0.1	0.0	/
COc1ccc2c3c([nH]c2c1)[C@@H](CO)N(Cc1ccccc1F)CC31CN(C(=O)C2CCCC2)C1
 : 0	-2	-19	3.5	/	0.2	0.2	12
C=CCOc1ccccc1CN(C(=O)CCl)c1ccc2c(c1)OCO2
 : 2	12	-23	-5.0	-10	/	0.0	3
Cc1ccc(NC2CCCN(C(=O)c3cnsn3)C2)cc1C (stereo not given)
 : 2	5	-3	-0.4	-11	/	0.0	3
O=C(c1ccc2c(c1)OCO2)N1C[C@@H]2[C@H](c3ccccc31)[C@H](CO)N2Cc1ccc2c(c1)OCO2
 : -10	/	/	-0.6	-3	0.3	0.2	/
CCCOc1ccc(C2C3=C(CCCC3=O)N(CC(=O)O)C3=C2C(=O)CCC3)cc1OCC
 : 6	4	-28	-7.2	-8	/	0.0	0
C[C@H](CO)N1C[C@H](C)[C@H](CN(C)Cc2ccc3c(c2)OCO3)Oc2ccc(NC(=O)CCC(F)(F)F)cc2C1=O
 : 10	0	17	-2.0	-9	0.0	-1.2	-3
COc1ccc(N(CC(=O)NC2CCCC2)C(=O)Cn2nnc(-c3ccc(OC)c(OC)c3)n2)cc1
 : -4	16	13	-1.5	/	/	0.1	3
COc1cccc(C(=O)Nc2cc(C(=O)NCCc3ccccc3)ccc2Cl)c1
 : -14	3	0	-1.9	14	/	/	5
CC1(C(=O)NS(=O)(=O)c2ccccc2Cl)CCN1C(=O)C1(c2ccc(Cl)cc2)CCC1 (stereo not given)
 : 88	1	-7	2.2	8	0.0	0.0	-2
NC(=O)C1CCCN(C(=O)c2ccc(NC(=O)c3cccs3)cc2)C1 (stereo not given)
 : -17	-1	-6	-1.5	-2	/	0.1	-6
Cc1c(OCC(=O)NCCCN2CCOCC2)ccc2c1oc(=O)c1ccccc12
 : -5	0	-1	1.4	37	1.0	0.1	6
O=C(CSC1=NS(=O)(=O)c2cc(F)ccc2N1)NCc1ccccc1Cl
 : 15	-1	-10	2.8	-4	7.3	0.2	1
O=c1c2ccccc2oc2cc(OCc3cccc(F)c3)cc(O)c12
 : 5	5	-6	1.5	-2	/	0.2	8
O=C(N/N=C/c1ccccc1OC(=O)N1CCOCC1)c1cccs1
 : 8	-2	-5	/	/	/	0.1	4
N#Cc1ccc(-c2nc3ccc(Br)cn3c2Cc2ccsc2)cc1
 : 3	8	-32	-1.3	-12	0.2	-0.1	0
Cc1nc2ncnn2c(C)c1Cc1cccc(C(F)(F)F)c1
 : -14	1	-3	0.6	1	1.2	0.0	-8
COc1ccc(NC(=S)N2CCC(c3nc4ccccc4o3)CC2)c(OC)c1
 : 17	-1	-16	-0.4	/	1.9	0.0	-1
COc1ccc(OC)c(NC(=O)COC(=O)CCCN2C(=O)c3ccccc3C2=O)c1
 : 2	1	-8	/	-4	2.4	0.1	-6
C[C@H]1CN([C@@H](C)CO)C(=O)c2cc(C#CC3CCCCC3)cnc2O[C@@H]1CN(C)C(=O)Cc1ccccn1
 : -17	-2	-16	0.9	7	-4.8	-0.3	3
Cc1cc(C)c(S(=O)(=O)NCC(=O)NCc2ccccn2)c(C)c1
 : -1	-2	3	-0.6	/	/	0.3	/
CCOC(=O)/C=C/C(=O)Nc1ccc(Oc2ccccc2)cc1
 : -30	0	-9	1.6	/	-2.2	-0.1	9
COc1ccc2[nH]c(C(=O)NCc3ccccc3)cc2c1
 : 19	-2	4	-3.1	/	/	0.2	-1
CCC1(c2ccccc2)SC(N)=NC1=O (stereo not given)
 : 0	-1	19	-1.4	0	-0.6	0.6	7
CCc1ccc(NC(=O)COC(=O)CCCC2=NS(=O)(=O)c3ccccc3N2)cc1
 : -8	4	-9	3.6	-5	0.0	0.1	10
CCCNC(=O)COC(=O)c1ccccc1C(=O)N(C)C1CCCCC1
 : -11	-1	-8	-0.4	/	/	0.0	6
C[C@@H]1CN([C@@H](C)CO)C(=O)c2cc(NC(=O)Nc3cccc4ccccc34)ccc2O[C@@H]1CN(C)S(=O)(=O)c1ccc(F)cc1
 : 6	1	-3	-2.2	-18	0.0	-0.1	/
CC(=O)c1ccc(NC(=O)c2ccc(COc3ccccc3[N+](=O)[O-])o2)cc1
 : -6	-1	-22	/	9	-1.8	0.0	3
COc1ccccc1CNc1nc(NC(C)C)nc2ccsc12
 : -44	9	0	-3.8	-5	-0.2	-0.2	-5
COc1ccc(/C(C)=N/NC(=O)c2nnn(-c3nonc3N)c2CN(C)c2ccccc2)cc1
 : 29	-1	-15	-0.6	9	/	0.0	3
O=C(Nc1nnc(-c2cccs2)o1)c1ccco1
 : 2	2	-35	-3.0	-4	0.3	0.1	-3
CCC(=O)N[C@@H]1CC[C@H](CCNS(=O)(=O)c2ccc(Cl)cc2)O[C@H]1CO
 : 0	-2	-3	-1.1	0	-0.3	-0.2	1
C[C@@H]1CN([C@H](C)CO)C(=O)Cc2cc(NC(=O)CCN3CCOCC3)ccc2O[C@@H]1CN(C)Cc1ccc(C(F)(F)F)cc1
 : -3	-1	10	2.6	6	/	0.0	-15
Cc1cn([C@H]2C[C@H](O)[C@@H](CNC=O)O2)c(=O)[nH]c1=O
 : -4	-1	-11	0.1	5	/	-0.1	-5
Cc1ccc(NC(=O)Cc2ccc(-c3ccccc3)cc2)nc1
 : -6	-1	-29	-0.8	2	-0.2	-0.1	19
C[C@@H]1CN([C@@H](C)CO)C(=O)Cc2cc(NS(=O)(=O)c3ccc(Cl)cc3)ccc2O[C@H]1CN(C)Cc1ccncc1
 : -2	0	-10	-2.5	4	-12	0.0	1
COc1ccc(CN2CCNC(=O)C2CC(=O)N(C)C2CCOCC2)c(F)c1 (stereo not given)
 : 3	0	-11	2.9	-28	/	0.2	-4
COc1ccc2c3c([nH]c2c1)[C@H](CO)N(Cc1ccc(Cl)cc1)CC31CCN(Cc2ccccc2)CC1
 : 6	/	40	2.1	/	0.3	0.6	8
CC(Oc1cccc(Cl)c1)C(=O)Nc1cc(S(=O)(=O)N2CCCCC2)ccc1N1CCOCC1 (stereo not given)
 : -46	-5	-35	-0.4	/	2.9	0.1	-11
C[C@@H]1CN([C@H](C)CO)C(=O)c2cc(NC(=O)CCCN(C)C)ccc2O[C@@H](C)CCCCO[C@@H]1CN(C)S(=O)(=O)c1cccs1
 : -5	-1	-9	0.3	11	-0.4	-0.4	3
CC(C)NC(=O)Nc1ccc2c(c1)C(=O)N([C@H](C)CO)C[C@@H](C)[C@@H](CN(C)C(=O)NC1CCCCC1)OCCCC[C@H](C)O2
 : 0	1	11	1.8	-5	-0.2	0.0	3
CC(C)c1cc(C(=O)N/N=C/c2ccco2)n[nH]1
 : 0	4	-14	-0.8	-6	/	0.0	/
O=C(CCc1nnc2ccc(NCc3ccccc3Cl)nn12)NC1CCCC1
 : 7	1	-18	1.8	12	/	0.1	-1
C[C@@H]1CN([C@H](C)CO)C(=O)Cc2cc(NS(C)(=O)=O)ccc2O[C@H]1CN(C)Cc1ccc(C(=O)O)cc1
 : 27	0	6	0.1	-2	-0.1	0.5	6
C=CC[C@H](CC(=O)OC(C)(C)C)C(=O)OC[C@H]1CCCN1C(=O)[C@H](CC=C)CC(=O)N(CCO)Cc1ccccc1
 : -47	1	-4	-0.8	-1	0.1	0.0	10
NC(=O)CSc1nnc(-c2cccc(S(=O)(=O)N3CCCCC3)c2)o1
 : 11	0	4	3.0	/	-2.9	0.1	-2
C[C@H](CO)N1C[C@H](C)[C@@H](CN(C)CC2CC2)Oc2c(NC(=O)c3nc4ccccc4s3)cccc2C1=O
 : -2	0	24	-2.2	-5	-0.1	0.2	6
O=C(C[C@@H]1CC[C@H]2[C@@H](COC[C@@H](O)CN2S(=O)(=O)c2ccc(F)cc2)O1)NCc1ccc(Cl)c(Cl)c1
 : -11	-1	10	-0.6	-4	0.1	0.1	15
Fc1c(F)c(F)c(/C=N/NC(=S)Nc2cccnc2)c(F)c1F
 : 16	-4	-10	0.1	/	3.4	0.0	/

# Going on with the list:
# The line under a structure holds: INS-1E GSIS act	Casp6 inh	RAD52 anneal inh	F508del corr	RAD54 branch	E-selectin induc	Xi reactivation	DENV2 CPE
O=C(NCc1cccnc1)c1ccc2c(c1)N(Cc1ccccc1)CCS2
 : 5	-1	-17	1.4	6	/	-0.1	-2
CCO[C@@H]1OC(C(N)=O)=C[C@H](c2ccc(Br)cc2)[C@H]1CCCO
 : 5	1	-10	-0.9	-2	-0.1	0.0	6
O=C(NCc1ccccc1F)C1CCN(C(=O)Nc2ccc(F)cc2)CC1
 : -11	/	4	-1.6	/	/	0.1	-4
CCNC(=O)/C(C#N)=C/c1c(N2CCN(Cc3ccc4c(c3)OCO4)CC2)nc2c(C)cccn2c1=O
 : -17	2	-32	/	5	-0.9	0.1	-5
C[C@@H]1CCCCO[C@@H](CN(C)S(=O)(=O)c2ccc(Cl)cc2)[C@H](C)CN([C@H](C)CO)C(=O)c2cc(NS(=O)(=O)c3cn(C)cn3)ccc2O1
 : -5	0	31	1.6	6	-0.3	-0.9	12
CC(C)Cn1c(=O)c2ccccc2n2c(CCC(=O)NCc3ccccn3)nnc12
 : 3	1	-2	2.0	9	/	0.1	2
CO[C@H]1CN(C)C(=O)c2ccc(NC(=O)C3CCC3)cc2OC[C@H](C)N(C)C[C@@H]1C
 : -24	-1	-1	-1.1	/	0.0	0.7	-11
COCCNC(=O)CSc1nc2ccccc2c(=O)n1CCC(=O)N1CCN(c2ccccc2)CC1
 : 18	2	-20	2.3	/	3.8	0.0	0
O=C(CCCCCNS(=O)(=O)c1ccc(Br)cc1)NCCN1CCOCC1
 : 1	-3	-7	-2.0	-3	/	/	6
O=C(CSc1ccsc1[N+](=O)[O-])N1CCN(c2ccccc2)CC1
 : 5	-1	-26	-2.2	/	/	0.0	4
CCNC(=O)C[C@H]1CC[C@@H]2[C@@H](COc3ccc(NC(=O)Nc4ccccc4OC)cc3C(=O)N2C)O1
 : -1	0	-7	1.8	4	-0.1	0.2	10
COc1cccc(NC(=O)Cn2c(=O)oc3ccccc32)c1
 : 5	0	-2	0.6	/	/	/	/
Clc1ccccc1COc1ccc(/C=N/n2cnnc2)cc1
 : 0	9	0	/	-4	/	-0.1	8
COCCCNC(CC(=O)Nc1cc(C)cc(C)c1)C(=O)O (stereo not given)
 : 7	1	6	0.9	/	/	0.3	7
O=C(NCCCN1CCN(CCCNC(=O)c2cccc(Cl)c2)CC1)c1cccc(Cl)c1
 : -9	/	/	/	5	-0.5	-0.1	/
COc1ccc(C(C)=O)cc1CC1(C)C(=O)Nc2ccc(-c3ccccc3OC)cc21 (stereo not given)
 : -12	3	-20	-0.6	-6	0.0	0.0	?
COc1cc(OC)cc(C(=O)NNC(=S)NC2CC2)c1
 : -1	3	-7	-1.5	/	8.5	0.2	/
O=C1CC2(CCN(C(=O)COc3ccccc3)CC2)Oc2ccccc21
 : 17	5	-9	0.4	2	-0.1	-0.2	16
CC(=O)Nc1ccc(S(=O)(=O)NC2CCCCCC2)cc1
 : 9	-2	-7	-0.9	-17	11	0.0	1

# Bioassay records from PubChem.
